Screening results deposited in PubChem by National Center for Advancing Translational Sciences (NCATS).
12-hLO inh: qHTS Assay for Inhibitors of 12-hLO (12-human lipoxygenase); purified 12-hLO, xylenol orange hydroperoxide absorbance; Potency, µM (series often up to 57.1 µM), without a hit: at the highest dose activity change, negative = inhibition, most hits filed as inhibitors; Polyunsaturated fatty acid lipoxygenase ALOX12 (Homo sapiens), P18054; 150,000 compounds, 0.12% hits; further: potency means the concentration at half of the fitted maximal effect; nearly all actives have a fitted effect of over 55% in size; many of its hits are not listed in these tables
Target sequence (P18054 whole entry, looked up): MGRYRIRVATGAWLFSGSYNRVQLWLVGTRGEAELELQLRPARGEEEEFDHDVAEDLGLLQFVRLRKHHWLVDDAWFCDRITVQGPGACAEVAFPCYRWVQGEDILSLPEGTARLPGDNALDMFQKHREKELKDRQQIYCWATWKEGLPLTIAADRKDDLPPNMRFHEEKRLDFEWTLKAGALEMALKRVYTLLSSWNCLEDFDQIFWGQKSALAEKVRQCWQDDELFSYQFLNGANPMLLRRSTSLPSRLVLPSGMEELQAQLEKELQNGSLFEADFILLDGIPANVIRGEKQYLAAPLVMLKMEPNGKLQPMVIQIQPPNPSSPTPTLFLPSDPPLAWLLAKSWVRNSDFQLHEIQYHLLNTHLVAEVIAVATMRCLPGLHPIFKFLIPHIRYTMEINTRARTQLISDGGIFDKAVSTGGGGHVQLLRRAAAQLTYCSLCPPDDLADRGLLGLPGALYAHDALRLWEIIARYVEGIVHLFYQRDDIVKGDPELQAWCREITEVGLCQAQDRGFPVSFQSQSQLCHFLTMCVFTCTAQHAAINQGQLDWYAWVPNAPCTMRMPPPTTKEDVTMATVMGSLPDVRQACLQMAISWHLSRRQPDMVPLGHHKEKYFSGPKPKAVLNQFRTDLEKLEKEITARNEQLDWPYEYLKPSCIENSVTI
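Hydroperoxide output read as Fe(III)-xylenol orange absorbance, 573-to-405 nm ratio, after 30 min reaction with 40 uM arachidonic acid. Enzyme: 150 nM purified human 12hLO, 15 min compound preincubation; 25 mM Hepes pH 7.0, room temperature.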
15-hLO-2 inh: qHTS Assay for Inhibitors of 15-hLO-2 (15-human lipoxygenase 2) | Polyunsaturated fatty acid lipoxygenase ALOX15B (Homo sapiens), O15296 | 110,000 compounds, 0.56% hits | purified 15hLO-2, xylenol orange hydroperoxide absorbance | Potency, µM (highest dose often 57.1 µM), without a hit: at the highest dose activity change, negative = inhibition, usual class: inhibitors; further: potency means the concentration at half of the fitted maximal effect; nearly all actives have a fitted effect of over 60% in size; many of its hits are not listed in these tables
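Read-out: hydroperoxide product oxidises ferrous iron, measured as xylenol orange complex via the 573-to-405 nm absorbance ratio after 30 min. Reaction: 50 nM enzyme, 15 min compound preincubation, 45 uM arachidonic acid, 90 min RT, Hepes pH 7.5 with Triton X-100.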
IMPase cell inh: qHTS Assay for Identifying the Cell-Membrane Permeable IMPase Inhibitors | 120,000 tested, under 10 active | inhibition (IP1 accumulation), % at 46.1 µM | AID 901, 2007 | CHO-M1 cells, IP1 accumulation, HTRF TR-FRET ratio; active means well fitted curve in the direction sought with a large enough effect in the signal ratio, not every such curve was filed as active; inconclusive means small, poorly fitted or top-dose-only effect, or a change in a side signal; inactive means no such curve, though single readings can be large or run the other way; the % refers to the signal ratio;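 further: cells stimulated with carbachol in lithium chloride buffer; plate controls were DMSO basal wells for no effect and reference inhibitor wells for full effect; higher means more IMPase inhibition seen as more IP1 and lower FRET ratio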
Target sequence (P97697 whole entry, looked up): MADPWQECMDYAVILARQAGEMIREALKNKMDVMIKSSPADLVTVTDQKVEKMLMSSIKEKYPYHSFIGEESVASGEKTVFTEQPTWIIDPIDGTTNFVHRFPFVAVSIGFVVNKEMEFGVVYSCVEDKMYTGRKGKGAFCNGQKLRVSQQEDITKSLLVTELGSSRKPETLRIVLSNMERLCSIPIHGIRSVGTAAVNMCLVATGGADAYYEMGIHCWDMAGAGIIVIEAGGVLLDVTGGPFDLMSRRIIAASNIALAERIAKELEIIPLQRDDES
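Carbachol-driven Gq signalling in CHO-M1 cells (2000/well) generates IP1. Compounds that block IMPase raise IP1 and so reduce the FRET signal from Eu-anti-IP1 and d2-IP1 after a 10 min room-temperature lysis.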
PNC inhibitor: High Content Assay for Compounds that inhibit the Assembly of the Perinucleolar Compartment; PC3M PTB-GFP, PNC prevalence imaging, 16 h; hits give low values; activity change (PNC), negative = inhibition, % at 10 µM; 140,000 compounds, 3.1% hits; AID 2417, 2010;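 active means readout at or below -70, meaning at least 70% loss of cells showing the perinucleolar compartment, a nuclear body marking cancer cells; inconclusive means readout between -30 and a set limit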;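 further: plate controls were DMSO wells for no effect and camptothecin positive control wells for full effect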
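Compounds are pinned in duplicate onto adhered PC3M cells stably expressing GFP-tagged PTB and incubated 16 h at 37 C. Cells are then fixed, nuclei stained with Hoechst, and PNC-positive cells counted.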
Starred values were filed as active, the others as inactive; ? = inconclusive; nt = not tested or not shown; [ ] = dose if it differs, or a comment. Unless noted, the call rests on the fitted dose curve; in most records, active means well fitted curve in the direction sought with a large enough effect; inconclusive means small, poorly fitted or top-dose-only effect, or another doubt; inactive means no such curve, though single readings can be large; an effect the other way counts as inactive or inconclusive. Unless noted, on the % scale 0 is the no-effect control and ±100 the full control effect. A portion of the library; rates above refer to the full screens.

12-hLO inh,IMPase cell inh,15-hLO-2 inh,Molecule,PNC inhibitor
0%,9,4%,O=C(O)CCC(=O)N1CC=C(c2ccccc2)CC1,?
2%,nt,-3%,CCC1=C(OC(=O)N(CC)CC)N2C(=O)OC(=NCCOC)[C@]2(Cc2ccccc2)[C@H]2C1=CC[C@H]1C(=O)N(C)C(=O)[C@H]12,nt
-1%,0,nt,Cc1cc(C(F)F)nn1CC(=O)N1CCSCC1,45
-1%,3,-1%,CN(CC(=O)N1CC(=O)N(CCc2ccccc2)C(=O)C1)S(=O)(=O)c1cccc2nsnc12,28
2%,?,-4%,COc1cc(NC(=O)c2cc3c(=O)n(C)c4ccccc4c3n2C)cc(OC)c1OC,24
-12%,-10,-18%,COc1ccccc1NC(=O)c1ccc(-c2ccc(Br)cc2)o1,-29
0%,8,8%,CCC(C)(C(=O)NC1CCCC1)N(C(=O)CNC(C)=O)c1ccc(C)cc1 (centres undefined),19
-2%,1,14%,CCC(C)(C)n1nnnc1C(c1cc2cc3c(cc2[nH]c1=O)OCO3)N1CCCCC1 (centres undefined),86
-10%,-2,1%,O=C(CC1SCCNC1=O)Nc1cccc(C(F)(F)F)c1 (centres undefined),22
3%,5,-6%,CCOC(=O)Cn1nc(-c2ccccc2)c2ccccc2c1=O,1
-4%,-5,-3%,CCOc1ccc(NC(=O)CSc2nnc(C)n2CCCOC)cc1,0
1%,nt,-1%,CC1(C)OC2CC3C4CC(F)C5=CC(=O)CC[C@@]5(C)C4C(O)C[C@@]3(C)[C@]2(C(=O)CO)O1 (some centres undefined),nt
-8%,5,-15%,O=C(NNC(=O)c1ccccc1Br)c1ccc(Cl)cc1,97
0%,5,-12%,CC(=O)Nc1cccc(NC(=O)CSc2nc(C)c(C)c(C)c2C#N)c1,-28
-11%,?,-3%,Cc1onc(-c2ccccc2)c1C(=O)Nc1cccc(C#N)c1,8
3%,5,nt,O=C(COc1ccccc1)Nc1cccc(-c2nc3ccccc3[nH]2)c1,?
-2%,-4,-5%,Cc1onc(-c2ccccc2Cl)c1C(=O)Nc1ccc(S(=O)(=O)NCC2CCCO2)cc1 (centres undefined),5
-1%,0,3%,CCCC(=O)Nc1cccc(NC(=O)c2ccccc2Br)c1,-11
18%,nt,8%,N#Cc1cccc(NC(=O)N2CC[C@@]3(CCCN(C(=O)c4cccc(F)c4)C3)C2)c1,nt
-10%,-11,nt,COC(=O)C1=CN(C(C)C)C=C(C(=O)OC)C1c1cc(Br)c(OC)c(OC)c1,-22
3%,-2,0%,O=C(CCC(=O)OCC(=O)c1cccc([N+](=O)[O-])c1)Nc1ccccc1Cl,6
5%,6,-8%,CCCN(CC1CC1)C(=O)CSc1ncnc2sc(C)c(C)c12,-8
-7%,0,0%,Cn1cnnc1SCC(=O)c1ccc2c(c1)OCO2,15
2%,5,nt,CC1CCCCN1C(=O)Cn1nnc(-c2cccnc2)n1 (centres undefined),251
0%,nt,nt,CCOC(=O)C1CCN(C(=O)c2ccccc2NC(=O)c2ccc(Cl)cc2)CC1,40
-1%,7,?,Cc1cc(C(F)F)n2nc(C(=O)Nc3sc4c(c3C#N)CCC(C)C4)nc2n1 (centres undefined),58
-3%,-1,nt,CC1CC(C)CN(C(=O)c2ccc(N3CC4CC(C3)c3cccc(=O)n3C4)c([N+](=O)[O-])c2)C1 (centres undefined),7
0%,nt,nt,CCOc1ccc(C(=O)Nc2cc(S(=O)(=O)Nc3ccccc3Cl)ccc2N2CCOCC2)cc1,11
-2%,2,-2%,Cc1nc2c(C(=O)N3CCCCC3)cnn2c(C)c1Cc1ccccc1F,3
8%,2,-27%,COc1ccc2c(c1)[nH]c(=O)c1sc3ccccc3c12,23
-7%,2,14%,Cc1cc2nn(-c3ccccc3)nc2cc1NC(=O)c1cccs1,10
-7%,-4,nt,CCN(CC)S(=O)(=O)c1cccc(C(=O)N[C@H](C(=O)Nc2nc3ccc(F)cc3s2)C(C)C)c1,-4
-7%,-1,-1%,CC(=O)Nc1cccc2c1OCCO2,-24
-1%,-16,0%,CC1(C)N=C(/C=N/O)CN1O,54
-1%,8,-1%,NC(=O)c1nn(-c2ccccc2)c(=O)cc1O,-2
-3%,nt,nt,CC1(c2ccc(OC(F)F)cc2)NC(=O)N(/N=C/c2c(O)ccc3ccccc23)C1=O (centres undefined),-27
0%,1,1%,CC(C)(/C=N/O)/[N+]([O-])=C/c1ccccc1C(F)(F)F,48
-2%,-4,-4%,CCN=C(NCC)SC1CC(=O)N(c2ccc(OC)cc2)C1=O (centres undefined),-24
3%,nt,nt,O=C(Nc1cccc(Cl)c1)Nc1cc(S(=O)(=O)N2CCOCC2)ccc1N1CCCC1,53
5%,nt,55%[activator],CCN(CC)CCCn1c(-c2ccccc2)nc2c(NCc3ccccc3)nc(C)nc21,nt
-1%,4,15%,C[C@@H]1CN(CCCn2c3ccccc3c3ccccc32)C[C@H](C)N1,nt
-7%,7,-3%,O=C1CC(c2c[nH]c3ccccc23)C(=O)N1 (centres undefined),?
1%,nt,nt,COc1ccc(CNC(=O)COC(=O)/C=C/c2cccs2)cc1,?
-10%,14,0%,O=C(CN(Cc1ccc2c(c1)OCO2)C(=O)CNC(=O)c1ccco1)NC1CCCCC1,7
-1%,nt,nt,O=C(NCCCN1CCN(CCCNC(=O)c2cccc([N+](=O)[O-])c2)CC1)c1cccc([N+](=O)[O-])c1,-27
-14%,-1,49%[activator],CCCCCCNc1nc(NCc2ccco2)nc(OCC)n1,?
0%,nt,nt,COc1cc(/C=N/NC(=O)c2ccc(-n3cccc3)cc2)ccc1O,-3
1%,nt,nt,CC(C)(C)SCCNC(=O)Nc1ccccc1,-2
0%,5,-2%,Cc1cc(OCC(=O)c2ccc(F)cc2)ccc1N1C(=O)CCC1=O,0
-7%,nt,nt,Cc1ccc(CN2C(=O)N/C(=C/c3cc(C)n(-c4ccccn4)c3C)C2=O)cc1,?

The results go on.
12-hLO inh,IMPase cell inh,15-hLO-2 inh,Molecule,PNC inhibitor
-26%,-15,-16%,Cc1ccc(/C=c2\sc3nc(-c4ccccc4Br)nn3c2=O)o1,?
2%,nt,nt,Cc1cc(C)c(/C=C(\C#N)C(N)=S)c(C)c1,-5
-1%,-1,nt,O=[N+]([O-])c1ccc(C(=S)N2CCC(Cc3ccccc3)CC2)cc1,16
-1%,nt,nt,CCc1ccc2c(c1)/C(=N/OC)C(=O)N2,?
-2%,-4,-25%,COc1cc(/C=C2\OC(=O)c3c(OC)cccc32)ccc1O,13
?,8,-25%,C=CCNC(=O)C(C#N)c1nc2ccccc2nc1N1CCCCCC1 (centres undefined),?
2%,10,5%,Cc1ccc(NC(=O)C2C(c3ccccc3)C2(Cl)Cl)c(C)c1 (centres undefined),-8
10%,2,4%,Cc1ccccc1NC(=O)Cc1cn(C)c2ccccc12,?
0%,0,-7%,COc1ccccc1CN1CCSCC1,?
0%,2,-3%,COC(=O)c1nn(-c2ccc3c(c2)OCO3)cc1O,41
2%,nt,22%,O=C(c1csnn1)N1CCC2(CC1)CN(C(c1ccccc1)c1ccccc1)C2,nt
-2%,0,6%,CCCOc1ccc(C(=O)NCc2cccnc2)cc1,?
-4%,7,-8%,CC1Cc2nc(SCC(=O)OCc3ccccc3)n(C)c(=O)c2S1 (centres undefined),?
0%,-2,-1%,CCOC(=O)N1CCN(C(=O)c2ccc3c(=O)n(-c4ccc(OC)cc4)c(=S)[nH]c3c2)CC1,23
3%,-9,5%[2.29 µM],Cc1cc(C(=O)N2CCN(CCc3ccccc3)CC2)no1,-8
-1%,7,-1%,CCCCn1c(CCn2nc(C)c(Br)c2C)n[nH]c1=S,-12
-2%,2,-2%,C/C(Cl)=C/Cn1c(SCCN2CCOCC2)nc2c1c(=O)[nH]c(=O)n2C,?
-9%,-3,-5%,Cn1c2ccc(F)cc2c2ncn(Cc3ccco3)c(=O)c21,57
?,9,nt,Cc1csc(NC(=O)c2cc(-c3ccco3)nc3ccccc23)n1,-26
-2%,nt,nt,O=C(c1cccs1)N1N=C(c2ccc(O)cc2)CC1c1ccccc1 (centres undefined),53
-15%,3,6%,c1ccc(-c2n[nH]c(-c3ccccc3)c2-c2nc3ccccc3[nH]2)cc1,42
-1%,-2,nt,Cc1ccc2cccc(Oc3ncnc4scc(-c5ccccc5)c34)c2n1,?
5%,5,-28%,Cc1ccc(C(=O)COC(=O)CCC(=O)Nc2cccc(Cl)c2)cc1[N+](=O)[O-],-4
-3%,2,nt,O=C(NCCc1ccccc1)C(c1ccncc1)N(C(=O)c1csnn1)C1CC1 (centres undefined),-18
0%,nt,nt,COc1ccccc1C(=O)COC(=O)c1ccccc1OCC(=O)Nc1ccc(SC(F)F)cc1,-27

In a second layout: results already given.
canonical_smiles,12-hLO inh,IMPase cell inh,15-hLO-2 inh,PNC inhibitor
Cc1ccccc1NC(=O)Cc1cn(C)c2ccccc12,10%,2,4%,?
COc1ccccc1CN1CCSCC1,0%,0,-7%,?

An excerpt from above in order of the 12-hLO inh value, smallest number first.
12-hLO inh,IMPase cell inh,15-hLO-2 inh,Molecule,PNC inhibitor
0%,0,-7%,COc1ccccc1CN1CCSCC1,?
2%,nt,22%,O=C(c1csnn1)N1CCC2(CC1)CN(C(c1ccccc1)c1ccccc1)C2,nt
3%,-9,5%[2.29 µM],Cc1cc(C(=O)N2CCN(CCc3ccccc3)CC2)no1,-8

Additional compounds follow.
12-hLO inh,IMPase cell inh,15-hLO-2 inh,Molecule,PNC inhibitor
-2%,7,-4%,COC(=O)c1cc(=O)n(Cc2ccc3c(c2)OCO3)c(=Nc2ccc(F)cc2)s1,6
-5%,5,4%,O=C(CCCN1C(=O)CSc2ncccc21)N1CCN(c2cccc(C(F)(F)F)c2)CC1,?
4%,12,-4%,CCS(=O)(=O)Nc1c(C(=O)OC)[nH]c2ccccc12,?
2%,?,nt,CCOc1ccc(Cn2nnc(C(=O)NCc3ccc(OC)cc3)c2N)cc1,-26
4%,-4,0%,Cn1c(-c2ccccc2)cccc1=O,3
3%,1,0%,CCOC(=O)N1CCC(NC(=O)CCS(=O)(=O)c2ccc3c(c2)CCN3C(=O)CC)CC1,-7
-5%,-14,-11%,O=[N+]([O-])c1cc2c(cc1C=Nc1ccccc1)OCO2,-1
-10%,2,0%,O=C(CN1CCN(S(=O)(=O)c2ccc(Br)cc2)CC1)Nc1ccccc1F,18
0%,12,-1%,CCn1cc(C(=O)OCc2ccccc2)c(=O)c2ccc(C)nc21,?
1%,0,-1%,CC(=O)Nc1ccc(S(=O)(=O)N2CCSCC2)cc1,4
